Bioassay records deposited in PubChem BioAssay by several laboratories.
Keap1-Nrf2 PPI – Keap1-Nrf2 protein-protein interaction inhibitors, primary screen, biochemical, fluorescence polarization, single point | 340,000 tested, 0.15% active | inhibition, % at 9.4 µM | AID 504523, 2011 | Keap1 Kelch-Nrf2 peptide fluorescence polarization, 1536-well; in the data active = inhibition above about 12%;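 also: human Keap1 Kelch domain with fluorescein labeled Nrf2 9mer peptide probe; 0% = neutral control wells and 100% = peptide positive control; higher means more block of Keap1 binding to Nrf2 peptide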
Target sequence (Q14145 whole entry, looked up, the tested form may be a part): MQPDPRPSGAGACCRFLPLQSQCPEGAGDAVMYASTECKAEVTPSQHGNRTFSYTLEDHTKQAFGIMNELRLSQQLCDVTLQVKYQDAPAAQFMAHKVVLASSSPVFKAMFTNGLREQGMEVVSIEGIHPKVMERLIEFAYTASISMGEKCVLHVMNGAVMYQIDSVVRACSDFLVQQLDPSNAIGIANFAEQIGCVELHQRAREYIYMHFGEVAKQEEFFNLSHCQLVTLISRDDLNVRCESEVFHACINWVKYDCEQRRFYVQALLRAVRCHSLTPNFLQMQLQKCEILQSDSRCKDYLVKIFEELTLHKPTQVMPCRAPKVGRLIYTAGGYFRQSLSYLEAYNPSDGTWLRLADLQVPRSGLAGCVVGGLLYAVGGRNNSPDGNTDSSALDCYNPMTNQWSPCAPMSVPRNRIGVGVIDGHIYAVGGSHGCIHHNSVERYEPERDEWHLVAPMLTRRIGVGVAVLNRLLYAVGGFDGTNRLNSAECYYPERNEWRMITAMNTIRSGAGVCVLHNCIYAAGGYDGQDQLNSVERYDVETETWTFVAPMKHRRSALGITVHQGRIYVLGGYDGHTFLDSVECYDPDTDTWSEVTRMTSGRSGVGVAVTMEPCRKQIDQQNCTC
Rtt109 HAT inh – inhibitors of C. albicans Rtt109/Vps75 HAT, primary screen, biochemical, ThioGlo CoA-SH fluorescence, plate reader | Histone acetyltransferase RTT109 (Candida albicans (strain SC5314 / ATCC MYA-2876)), … | purified Rtt109/Vps75, 4 h | inhibition, % at 34.9 µM | 330,000 tested, 0.16% active;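 active = inhibition of at least 50% in every replicate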
CDK5 inh – inhibitors of human CDK5/p35 kinase, primary screen, biochemical, single concentration. Recombinant CDK5/p35, ADP-Glo luminescence, 60 min. inhibition, % at 10 µM. 330,000 tested, 0.01% active. Cyclin-dependent kinase 5 (Homo sapiens) + Cyclin-dependent kinase 5 activator 1 (Homo …. AID 488839, 2010;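 active = highest replicate inhibition of at least 50% and at least 75% of replicates reaching 50%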;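 also: plate controls were DMSO neutral control for no effect and GW8510 at 10 µM for full effect; many of its hits are not listed in these tables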
LANA DNA inh – inhibitors of KSHV C-LANA binding to DNA, primary screen, biochemical, fluorescence polarization, FAM-LBS DNA, MBP-C-LANA, single point | Kaposi's sarcoma herpesvirus LANA C-terminal domain (residues 932-1162) DNA binding | inhibition, % at 9 µM | 340,000 tested, 0.078% active;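 active = highest replicate inhibition at or above 60% at 9 µM, even if other replicates fall short; inactive = all replicates below 60% inhibition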;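 also: 0% = neutral control wells and 100% = 4 µM acridine orange control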
cardiac RTF act – cardiac RTF calcium sensitivity activators, primary screen, biochemical, IANBD-TnC fluorescence, EC20 calcium. IANBD-labeled TnC RTF fluorescence at EC20 calcium; 0% EC20 calcium, 100% full calcium. activation, % at 7.2 µM. Troponin I, cardiac muscle (Homo sapiens) + Troponin T, cardiac muscle (Homo sapiens) + …. 340,000 tested, 0.24% active. AID 493008, 2010;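 active = activation above the mean over all tested compounds plus 3 SD, cut at about 30% in these data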;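 also: rise in fluorescence read as greater calcium sensitivity of cardiac thin filaments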
PvdQ acylase – P. aeruginosa PvdQ acylase inhibitors, primary screen, biochemical, fluorescence, plate reader and imaging, single point | PvdQ acylase [Pseudomonas aeruginosa LESB58] | purified PvdQ acylase | inhibition, % at 10 µM | 340,000 tested, 0.063% active; in the data active = inhibition above about 30%, passing the limit was not always enough;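 also: 0% = vehicle neutral wells and 100% = reference inhibitor wells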
Cardiac RTF inh – cardiac RTF calcium sensitivity inhibitors, primary screen, biochemical, IANBD-TnC fluorescence, EC70 calcium; AID 493244, 2011; inhibition, % at 7.15 µM; Troponin I, cardiac muscle (Homo sapiens) + Troponin T, cardiac muscle (Homo sapiens) + …; 340,000 tested, 0.12% active; IANBD-labeled cardiac RTF, Ca2+ fluorescence;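 active = inhibition above the mean inhibition of all tested compounds plus 3 SD, cut at about 17% in these data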;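 also: assay run at fixed EC70 calcium of 1.6 mM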
Mot1-301 SUMO – yeast Mot1-301 growth rescue at high temperature, primary screen, SUMOylation pathway inhibitor project, S. cerevisiae, ATP luminescence, 38.5C; S. cerevisiae Mot1-301 growth rescue; percent above DMSO median, 100 means doubled; growth rescue, % at 18.8 µM; 320,000 tested, 1% active;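 active = every valid replicate shows activation above 250% relative to neutral control wells; inactive = the rest, any valid replicate at or below 250%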;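 also: OY570 slx delta 5 strain wells were the positive control but not used for scaling; some compounds called inactive have numbers as strong as hits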
PfHsp90 set2 – growth inhibition of PfHsp90-expressing yeast, primary screen, antimalarial PfHsp90 inhibitor project, S. cerevisiae, BacTiter-Glo luminescence, single point, set 2; inhibition, % at 9.4 µM; BacTiter-Glo ATP, 48 h; yeast lacking PDR1 and PDR3 efflux regulators; 310,000 tested, 0.32% active;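 active = every replicate shows inhibition above about 80%, whatever the replicate mean, limit read from the data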;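 also: 0% = DMSO neutral controls and 100% = 20 µM radicicol positive controls; yeast relying on Plasmodium falciparum Hsp90 in place of its own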
NSD2 HMT inh – NSD2 histone methyltransferase inhibitors, primary screen, biochemical, AlphaScreen, single concentration, set 2; inhibition, % at 12.5 µM; Histone-lysine N-methyltransferase NSD2 (Homo sapiens), O96028; 310,000 tested, 0.54% active; NSD2 peptide methylation, 120 min; in the data active = inhibition above about 50%
dFosB activator – activators of delta FosB homodimer, primary screen, biochemical, fluorescence polarization, TAMRA-CDK5 oligo, single point | Protein FosB (Mus musculus), P13346 | purified delta FosB; percent of positive-control signal above neutral wells | activation, % at 25 µM | 340,000 tested, 0.99% active | AID 493131, 2011;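 active = mean activation above about 17%, with every replicate also reaching it, limit read from the data, passing the limit was not always enough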;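 also: fluorescence polarization rise as delta FosB binds a TAMRA Cdk5 AP-1 oligo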
Target sequence (P13346 whole entry, looked up): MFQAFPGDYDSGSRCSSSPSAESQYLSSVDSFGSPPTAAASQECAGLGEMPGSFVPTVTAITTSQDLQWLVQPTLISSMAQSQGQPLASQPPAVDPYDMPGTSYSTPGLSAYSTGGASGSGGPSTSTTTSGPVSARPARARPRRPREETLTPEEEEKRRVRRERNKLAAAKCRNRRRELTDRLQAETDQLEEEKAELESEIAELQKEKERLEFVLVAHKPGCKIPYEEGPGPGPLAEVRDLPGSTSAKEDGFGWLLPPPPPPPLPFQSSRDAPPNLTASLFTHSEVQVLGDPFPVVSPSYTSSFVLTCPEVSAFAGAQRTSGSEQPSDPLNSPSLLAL
Starred values were filed as active, the others as inactive; nt = no result given.

no.	mol	Keap1-Nrf2 PPI	Rtt109 HAT inh	CDK5 inh	LANA DNA inh	cardiac RTF act	PvdQ acylase	Cardiac RTF inh	Mot1-301 SUMO	PfHsp90 set2	NSD2 HMT inh	dFosB activator
1	COc1cc(NS(=O)(=O)c2ccc(OC)c(C)c2C)c(OC)cc1Cl	1	-11	-1.1	-2.5	-3	-18	-12	-10	5	-5	-6
2	Cc1cccc(-c2nnc(-c3ccc4ccccc4c3)o2)c1	3	2	0.0	-0.4	5	-11	0	nt	-19	-4	-27
3	Cc1cc(C(=O)N2CCN(c3ncccn3)CC2)sc1-c1ccccc1	0	-23	-1.0	-0.5	-3	-5	1	3	-5	1	-3
4	COc1ccc(-c2noc(C3CCCN(C(=O)Nc4ccccc4)C3)n2)cc1 (configuration not stated)	-2	-3	-0.8	-1.3	9	-8	2	5	-61	6	-15
5	O=C(CSc1ccc(-c2cccc([N+](=O)[O-])c2)nn1)NCc1ccccc1	-3	-10	2.0	-0.4	4	-3	0	-4	18	14	4
6	CCOC(=O)NC(=O)/C(N=Nc1cccc(C(F)(F)F)c1)=C(\C)O	3	20	-0.7	-0.5	nt	6	nt	9	5	2	0
7	Cc1ccccc1NC(=O)Nc1ccc2c(c1)CCC2	-5	-2	-1.1	-1.1	-3	-6	-4	-1	0	-2	-5
8	Nc1ccc(N=Nc2ccccc2)c(N)n1	-4	6	-0.7	-1.9	-3	4	1	27	-24	nt	6
9	COc1cc2c(cc1OC)CN(C1CCC(C(C)(C)C)CC1)CC2 (configuration not stated)	1	5	0.7	1.2	-6	-7	-1	nt	-11	0	-1
10	CCOC(=O)c1ccc(NC(=O)Cn2nnc(-c3ccccc3F)n2)cc1	3	0	0.2	-1.8	-3	-9	2	-2	1	0	-1
11	O=C(Cn1c(NCCO)nc2ccccc21)c1ccc(F)cc1	-3	2	-1.5	-2.4	1	-13	-6	-8	12	-5	1
12	CN(Cc1ccco1)C(=O)Cn1c(=O)oc2cc(S(=O)(=O)NCc3ccccc3)ccc21	0	4	0.1	1.0	-3	-4	-9	-13	8	nt	-5
13	CCS(=O)(=O)c1nc(S(=O)(=O)c2ccc(Cl)cc2)c(N2CCN(CCO)CC2)s1	-3	4	nt	1.4	-2	-8	-1	4	-5	nt	-2
14	CCOC(=O)c1ccc(Oc2cn[nH]c2-c2ccc(OCC(=O)NN)cc2O)cc1	-1	-1	0.4	-3.0	-6	-21	-2	6	21	24	-4
15	C[C@@H]1CN(C(=O)c2cc(COc3cccc(C(F)(F)F)c3)on2)C[C@H](C)O1	-1	1	0.7	-3.8	5	8	9	-5	-17	11	-9
16	Cn1c(=O)c2[nH]c(N3CCN(c4cccc(O)c4)CC3)nc2n(C)c1=O	-3	0	1.4	-0.4	-3	-16	-7	1	26	-4	-4
17	O=C(COC(=O)c1ccccc1OC(F)F)Nc1ccc2[nH]c(=O)[nH]c2c1	-8	17	-0.8	-0.5	-9	12	13	7	nt	1	0
18	O=C(O)C1CCCN1S(=O)(=O)c1ccc(F)cc1 (configuration not stated)	-1	9	2.9	-1.6	8	21	-1	-4	5	0	-2
19	Cc1onc(-c2c(F)cccc2Cl)c1C(=O)N1CCN(S(C)(=O)=O)CC1	-1	-4	0.3	0.0	-2	-10	-7	-21	nt	4	-2
20	O=C(CSc1n[nH]c(-c2ccc(Br)cc2)n1)NC1CCCC1	-5	2	-0.7	-1.2	2	-15	-8	-20	-3	-1	-9
21	Cc1cccc(CSCCNC(=O)CN(c2cc(C)cc(C)c2)S(C)(=O)=O)c1	0	-3	0.2	-0.8	2	3	-3	3	0	3	-6
22	COc1ccc(NC(=O)CC2(CC(=O)O)CCCC2)cc1	2	-3	-0.3	-0.9	-2	2	-2	17	-11	-1	3
23	CCOn1c(-n2nc(C)cc2C)nc2ccccc2c1=O	-2	1	1.7	-0.1	-1	-18	-4	-16	25	2	7
24	Cc1cc(NC(=O)C(=O)c2c(C)[nH]c3ccccc23)no1	-1	3	-1.8	-1.1	-1	-7	8	-17	19	-1	-2
25	O=c1[nH]c2c(s1)C(c1ccc(O)cc1)C1C3CCC(C3)C1S2 (configuration not stated)	-4	17	-1.7	-1.0	2	-14	-5	28	2	nt	-7

Arranged by value in NSD2 HMT inh (falling): some entries from above
cpd | SMILES | Keap1-Nrf2 PPI | Rtt109 HAT inh | CDK5 inh | LANA DNA inh | cardiac RTF act | PvdQ acylase | Cardiac RTF inh | Mot1-301 SUMO | NSD2 HMT inh | dFosB activator
14 | CCOC(=O)c1ccc(Oc2cn[nH]c2-c2ccc(OCC(=O)NN)cc2O)cc1 | -1 | -1 | 0.4 | -3.0 | -6 | -21 | -2 | 6 | 24 | -4
6 | CCOC(=O)NC(=O)/C(N=Nc1cccc(C(F)(F)F)c1)=C(\C)O | 3 | 20 | -0.7 | -0.5 | nt | 6 | nt | 9 | 2 | 0
16 | Cn1c(=O)c2[nH]c(N3CCN(c4cccc(O)c4)CC3)nc2n(C)c1=O | -3 | 0 | 1.4 | -0.4 | -3 | -16 | -7 | 1 | -4 | -4

Continuation.
no.	mol	Keap1-Nrf2 PPI	Rtt109 HAT inh	CDK5 inh	LANA DNA inh	cardiac RTF act	PvdQ acylase	Cardiac RTF inh	Mot1-301 SUMO	PfHsp90 set2	NSD2 HMT inh	dFosB activator
26	CN(CC(=O)Nc1cccc(F)c1)C(=O)c1ccc(C2SCCS2)cc1	-4	-6	0.3	-0.1	14	-23	-1	718	22	0	-19
27	CC(C)=N/N=C1\NC(=O)C(C)S1 (configuration not stated)	0	0	1.0	-0.2	1	6	6	26	-8	-1	1
28	Cc1ccc(-c2cc(C(=O)NCc3ccco3)c3ccccc3n2)o1	-1	8	0.4	0.5	2	-21	1	-5	4	0	2
29	N=C1/C(=C\c2ccc(-c3cccc(Cl)c3)o2)C(=O)N=C2SC=C(c3ccccc3)N12	-3	1	0.6	1.3	-6	-3	-3	15	-7	-2	-9
30	Cc1ccc(-c2c(C#N)c(N)n(-c3ccc(C)cc3)c(=O)c2C#N)cc1	-3	-2	-0.4	0.6	-2	-2	-8	-10	17	18	3
31	COc1cc(C(C)=O)ccc1OCC(=O)OCCCOC(=O)COc1ccc(C(C)=O)cc1OC	-3	-3	-0.4	1.4	-1	-8	-2	15	10	-1	-9
32	CC(C)CN1CCC(C(=O)N2CCN(c3ccccc3F)CC2)CC1	-3	4	-6.1	0.4	17	-24	0	-27	-18	3	-6
33	Cn1nnnc1SCCNCc1ccccc1OCc1ccccc1Cl	1	13	1.0	1.6	-2	-11	2	-14	-12	0	0
34	COc1ccc(C(CNC(=O)c2ccc(S(=O)(=O)N3CCOCC3)cc2)N2CCCCC2)cc1 (configuration not stated)	-2	-11	-0.4	-0.4	5	-16	-6	8	0	nt	-7
35	C/C=C\C=C\C(=O)N1CC2(CC(c3cccc(NC(=O)COc4ccc(Cl)cc4)c3)=NO2)C[C@H]1C(N)=O (some centres not stated)	-13	5	1.2	-0.2	-4	-3	-13	4	5	nt	-7
36	Cc1ccc(S(=O)(=O)N2CCCC2)cc1C(=O)N1CCC(C)CC1	-4	-7	0.2	-1.5	-1	-10	2	7	15	-3	-6
37	COc1ccc(N2CCN(C(=O)CCc3ccc(S(=O)(=O)NC(C)C)cc3)CC2)cc1	-2	1	0.8	0.1	0	-6	-6	1	8	2	-5
38	CC(=O)c1ccc(Nc2nc3ccc(C)cc3n3cnnc23)cc1	-2	-1	1.7	1.4	1	-15	-8	-1	-4	-3	-14
39	CCOC(=O)N1CCN(Cc2nc(N)nc(Nc3ccccc3C)n2)CC1	-5	-13	-1.4	0.4	-4	-15	-6	-1	-29	2	-8
40	Cc1ccc(NC(=O)c2cccc(S(C)(=O)=O)c2)cc1	6	1	3.0	0.6	-4	0	-5	0	13	-3	2
41	COc1ccccc1CNC(=O)CCSCc1cccc(Cl)c1	3	-8	-1.7	1.0	2	11	10	9	-2	-3	0
42	[O-]/[N+](=C\c1ccccc1)c1ccc(Br)cc1	1	0	-0.1	-0.6	1	-4	-3	-22	5	nt	9
43	COC(=O)C(Cc1ccccc1)NC(=O)CSc1nc(C)cc(=O)[nH]1 (configuration not stated)	2	-16	-0.6	-1.8	-2	5	-2	-2	10	nt	-4
44	C=C1C(C(=O)Nc2ccc(F)cc2)C1C(=O)Nc1ccc(F)cc1 (configuration not stated)	-3	nt	0.0	-1.1	-2	2	12	-2	7	-2	-6
45	O=C1CC(c2ccco2)CC2=C1C(c1ccccc1)n1nc(C(F)(F)F)nc1N2 (configuration not stated)	2	3	0.1	-1.5	-1	3	3	1	10	1	-8
46	COc1cccc(NS(=O)(=O)c2ccc3[nH]cc(C(=O)NC4CC4)c(=O)c3c2)c1	3	22	0.6	2.4	0	9	7	nt	-8	6	-27
47	CCOC(=O)Cc1csc(N)n1	0	7	0.9	1.4	2	-1	-1	1	-8	-4	3
48	CCOc1cc(/C=C(\C#N)C(=O)Nc2ccc(S(N)(=O)=O)cc2)ccc1OCCN1CCOCC1	-3	-8	1.0	-2.4	1	-1	3	-11	1	2	-4
49	COCCCNS(=O)(=O)c1ccc2[nH]c(=O)[nH]c2c1	-2	-9	3.2	-3.1	-4	-19	-9	-3	4	-3	6
